# Source: PubChem BioAssay
# TROY NFkB inh = blocks TROY-dependent signaling in reporter cells. Q293 LMP1-TROYcd NF-kB luciferase reporter, 4 h. inhibition, % at 10 µM. hit rate 0.98% among 360,000. AID 1347056;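 active = compounds whose plate-normalised and pattern-corrected inhibition of the luciferase reporter signal at the single screening dose is 50% or more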
# NCOA2 inhibitor = inhibits human steroid receptor coactivator 2; HEK293 GAL4-SRC2 luciferase reporter, luminescence; inhibition, % at 9 µM; hit rate 0.17% among 370,000;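 active = inhibition above the mean inhibition of all tested compounds plus 3 SD, set per campaign, cut at about 52% in these data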;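 also: 0% = DMSO treated cells and 100% = cells given Gossypol at 36 µM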
# COUP-TFII inh = blocks human COUP-TFII nuclear receptor; AID 686940; inhibition, % at 8.6 µM; HEK293T NGFI-A luciferase reporter, luminescence; P24468; hit rate 0.7% among 370,000;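 active = inhibition above a per-plate cutoff, mean inhibition of test wells between control levels plus 3 SD, cut at about 38% in these data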;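 also: cells cotransfected with COUP-TFII expression vector driving the NGFI-A reporter; 0% = median of COUP-TF2 test wells and 100% = reporter-only cells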
# TRAIL sens C8 = caspase-8 TRAIL sensitization; hit rate 1% among 360,000; inhibition (viability loss, TRAIL sensitization), % at 10 µM; NB7+C8 cells + TRAIL, ATPlite viability luminescence;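 active = compounds causing at least 50% loss of cell viability in the single-dose screen, relative to plate controls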
# NCOA1 inh = human NCOA1 inhibition | inhibition, % at 3.6 µM | Q15788 | HEK293 GAL4-SRC1 luciferase reporter, luminescence | hit rate 0.12% among 360,000;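 active = inhibition above the campaign mean plus 3 SD, with each screening campaign given its own cutoff, cut at about 60% in these data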;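 also: 0% = DMSO treated cells and 100% = gossypol at 36 µM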
# LRH-1 inv ag = NR5A2 inverse agonism in reporter assay; AID 602396; O00482; hit rate 0.13% among 360,000; inhibition, % at 3.6 µM; HEK293T StAR-luciferase reporter, LRH-1 transfected, 24 h;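 active = inhibition above the mean inhibition of all tested compounds plus 3 SD, cut at about 73% in these data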;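 also: 0% = DMSO wells and 100% = reporter-only cells lacking LRH-1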
# NCOA3 inh = inhibitors of human steroid receptor coactivator 3 (SRC3); Q9Y6Q9; hit rate 0.17% among 360,000; inhibition, % at 3.6 µM; HEK293 GAL4-SRC3 luciferase reporter, luminescence;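 active = inhibition above a per-campaign cutoff, the mean of all compounds plus 3 SD, cut at about 60% in these data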;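 also: 0% = DMSO-treated cells and 100% = gossypol-treated cells at 36 µM; higher means less SRC3-driven luciferase light from the GAL4 reporter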
# Target sequence (Q9Y6Q9 whole entry, looked up, the tested form may be a part): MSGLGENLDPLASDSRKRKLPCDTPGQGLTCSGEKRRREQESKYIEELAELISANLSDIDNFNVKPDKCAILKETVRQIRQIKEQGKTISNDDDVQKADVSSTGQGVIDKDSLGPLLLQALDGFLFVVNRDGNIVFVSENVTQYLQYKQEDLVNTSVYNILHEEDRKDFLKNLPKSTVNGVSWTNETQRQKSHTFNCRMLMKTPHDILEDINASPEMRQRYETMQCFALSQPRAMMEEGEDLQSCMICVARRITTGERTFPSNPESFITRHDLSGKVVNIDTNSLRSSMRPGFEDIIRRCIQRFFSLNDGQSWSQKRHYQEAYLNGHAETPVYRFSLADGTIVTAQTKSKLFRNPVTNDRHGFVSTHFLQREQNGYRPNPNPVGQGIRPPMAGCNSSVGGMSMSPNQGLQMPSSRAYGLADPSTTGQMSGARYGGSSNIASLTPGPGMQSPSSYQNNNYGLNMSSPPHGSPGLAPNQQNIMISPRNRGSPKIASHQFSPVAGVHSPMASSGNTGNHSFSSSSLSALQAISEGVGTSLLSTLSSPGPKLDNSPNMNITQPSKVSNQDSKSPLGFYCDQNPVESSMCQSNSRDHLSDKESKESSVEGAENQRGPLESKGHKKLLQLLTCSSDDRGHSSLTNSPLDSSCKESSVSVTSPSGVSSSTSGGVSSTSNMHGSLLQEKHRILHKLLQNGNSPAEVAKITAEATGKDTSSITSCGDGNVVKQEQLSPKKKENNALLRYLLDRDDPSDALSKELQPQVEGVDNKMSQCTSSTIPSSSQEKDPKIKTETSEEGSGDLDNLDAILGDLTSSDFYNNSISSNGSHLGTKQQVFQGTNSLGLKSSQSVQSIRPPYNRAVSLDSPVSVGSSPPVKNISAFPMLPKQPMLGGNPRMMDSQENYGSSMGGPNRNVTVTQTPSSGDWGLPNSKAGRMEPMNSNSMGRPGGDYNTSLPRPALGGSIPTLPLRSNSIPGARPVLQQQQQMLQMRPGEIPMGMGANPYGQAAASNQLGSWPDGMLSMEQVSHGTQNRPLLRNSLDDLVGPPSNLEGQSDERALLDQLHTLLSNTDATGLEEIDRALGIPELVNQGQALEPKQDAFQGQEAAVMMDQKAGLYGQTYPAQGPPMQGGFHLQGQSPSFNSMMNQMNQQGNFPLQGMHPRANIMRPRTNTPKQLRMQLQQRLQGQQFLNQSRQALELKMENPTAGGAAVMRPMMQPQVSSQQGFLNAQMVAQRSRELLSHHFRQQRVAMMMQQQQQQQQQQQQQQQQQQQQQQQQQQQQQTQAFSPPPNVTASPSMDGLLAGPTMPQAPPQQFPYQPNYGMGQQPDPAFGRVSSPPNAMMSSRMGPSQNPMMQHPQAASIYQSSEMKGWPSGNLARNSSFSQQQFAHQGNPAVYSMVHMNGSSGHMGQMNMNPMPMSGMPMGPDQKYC
# TLR9-MyD88 inh = blocks human TLR9 binding to MyD88. Q9NR96+Q99836. CHO BLA complementation TLR9-MyD88, CCF4 FRET ratio. inhibition, % at 4.98 µM. hit rate 0.21% among 340,000. AID 504734;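 active = inhibition above the mean over all tested compounds plus 3 SD, cut at about 21% in these data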;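 also: 0% = DMSO only wells and 100% = clavulanate BLA inhibitor control wells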
# EBV LMP1 NFkB = reduces LMP1-driven NF-kappaB luciferase signal; LMP1-induced NF-kappaB luciferase reporter cells, luminescence; inhibition, % at 12.5 µM; hit rate 0.69% among 350,000; AID 504558; in the data active = inhibition above about 41%;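 also: 0% = neutral control wells and 100% = reference inhibitor control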
# TWEAK-Fn14 inh = TWEAK-Fn14 signaling inhibition. inhibition, % at 10 µM. hit rate 2% among 360,000. TWEAK-stimulated Fn14 reporter cells, luciferase luminescence, 8 h; in the data active = inhibition above about 50%
# NOD2 RIPK2 PPI = blocks binding of human NOD2 to RIPK2; O43353; AID 624267; hit rate 0.38% among 360,000; inhibition, % at 4.98 µM; CHO BLA complementation NOD2-RIPK2, CCF4 ratio; in the data active = inhibition above about 21%;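 also: 0% = vehicle only and 100% = reference blocker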
# * hit, by the source's call; / = no result given.
No.	mol	TROY NFkB inh	NCOA2 inhibitor	COUP-TFII inh	TRAIL sens C8	NCOA1 inh	LRH-1 inv ag	NCOA3 inh	TLR9-MyD88 inh	EBV LMP1 NFkB	TWEAK-Fn14 inh	NOD2 RIPK2 PPI
1	Cc1cc(C(=O)NN=C2CCCC2)c2ccccc2n1	11	-36	4	15	8	28	11	7	5	7	14
2	Nc1cc(C(F)(F)F)ccc1Nc1ccccc1	-1	0	-12	-3	-7	23	-1	-3	1	9	-16
3	CN1CCN(C(=O)c2ccc(CSc3ccc(Cl)cc3)cc2)CC1	-4	15	2	18	7	17	7	3	27	-7	-13
4	O=C1c2ccccc2-c2c1c1ccccc1c(=O)n2CCO	-58	-11	-11	-1	12	9	-3	-1	10	-109	-9
5	Cc1ccc2c(c1)C(=O)C(=O)N2c1ccc(Cl)cc1	-1	-16	3	-3	1	-27	8	-2	2	4	-10
6	CCOC(=O)CNC(=O)c1ccc2[nH]c3c(c2c1)CCCC3	-24	8	-8	-6	6	-6	-6	7	2	-16	-3
7	CCCCn1c(SCC(=O)NC(=O)NCc2ccco2)nc2cc(S(N)(=O)=O)ccc21	1	-5	-6	-1	-20	-26	-2	-5	1	10	6
8	CCN(CC)S(=O)(=O)c1cccc(-c2nnc(SCC#N)n2Cc2ccccc2)c1	-9	-9	3	-4	-10	-3	1	-8	-26	-7	-1
9	Cc1ccc(C)c(OCc2nc(-c3cccnc3)no2)c1	-28	-12	-7	19	-24	13	-9	-9	-12	-39	3
10	C/C=C(\C)CN1CCC(n2nccc2NC(=O)c2ccc(OC)cc2)CC1	-3	15	-24	-5	-49	1	-11	-3	9	-11	4
11	Cc1ccccc1NC(=O)C(=O)NCCCN1CCCC1=O	-44	-11	-4	-8	-48	-25	-21	9	-7	-1	-2
12	O=C(Cc1ccc(Cl)cc1)Nc1ccc(-c2nnc(-c3ccco3)o2)cc1	-17	-20	-21	32	-20	-42	-10	-4	-20	-2	-2
13	CC(=O)c1cccc(S(=O)(=O)N2CCC(C(=O)OC3CCOC3=O)CC2)c1 (stereo not drawn)	12	5	-23	-16	-8	-12	-40	-11	0	10	-8
14	COCCCn1c2nc3ccccc3nc2c2c(=O)n(CC3CCCO3)cnc21 (stereo not drawn)	2	21	-3	-2	11	1	-21	1	-2	5	-5
15	COC(=O)c1ccc(N2CCC(C)CC2)c(N)c1	-51	-43	-20	14	-53	-55	-49	-4	-15	-31	4
16	Cc1cc(C)c2c(c1)OC(O)(C(F)F)CC2=O (stereo not drawn)	-13	10	-9	-2	-7	20	13	0	-2	-4	-9
17	CCCCc1ccc(NC(=S)NCc2cccc(OC)c2)cc1	19	-17	-2	3	4	5	-18	6	-3	-43	-5
18	CC(=O)c1ccc(NC(=O)CSc2nnc(Cc3cccn3C)n2-c2ccc(F)cc2)cc1	11	-3	12	-5	-14	2	-6	-14	0	2	-3
19	CC(C)CCN(Cc1ccco1)S(=O)(=O)c1csc(C(N)=O)c1	-13	5	-12	-29	-11	-11	14	-3	-1	16	-6
20	CC(C)(C)OC(=O)N1CCC[C@H]1C(=O)Nc1ccc(C#N)cc1	-22	12	-2	-1	4	19	20	0	3	-3	-19
21	CN(CC(=O)Nc1cccc(F)c1)C(=O)CCCNC(=O)c1ccc(Cl)cc1	-27	-22	-46	16	-51	-30	-41	-7	-19	-36	-11
22	CCCc1cc(NCCCN(C)C)n2c(nc3ccccc32)c1C#N	-9	-25	-16	-9	3	14	-11	4	-4	1	-10
23	NC(=O)C1CCN(C(=O)CN2C(=O)c3ccccc3S2(=O)=O)CC1	-23	9	-10	-1	0	-1	13	-7	2	1	-11
24	c1ccc2c(c1)OCC(c1nn3cnnc3s1)O2 (stereo not drawn)	4	-46	3	-5	-9	-7	-1	-4	-4	2	-6
25	CCCC[C@@H]1Cc2[nH][nH]c(=O)c2[C@H](c2ccc3ccccc3c2)O1	-11	15	-13	-7	/	-16	/	/	/	17	8
26	COc1ccc(NC(=O)CCc2nc3ccccc3s2)c(OC)c1	-1	16	5	-1	-8	-3	2	-2	8	-24	-12
27	CC1(c2nc3ccccc3[nH]2)CCCC2=Nc3ccccc3CN21 (stereo not drawn)	5	-2	-9	2	/	22	/	/	/	-13	-2
28	Cc1nc([N+](=O)[O-])cn1CCC#N	1	-8	23	-14	-1	7	15	3	0	1	-13
29	CCOP(=O)(OCC)C(NC(C)=O)C(=O)c1ccccc1 (stereo not drawn)	-8	8	-11	0	8	4	4	2	4	5	-11
30	O=C(O)C1CCCN1c1ncccc1[N+](=O)[O-] (stereo not drawn)	13	2	-4	1	-16	8	6	0	0	10	-4
31	O=C(/C=C/c1ccc(Br)cc1)N1CCN(c2cccc(C(F)(F)F)c2)CC1	36	11	2	3	-81	-24	22	-14	6	24	5
32	COc1ccc(-n2nc3cc(C)c(NC(=O)c4cccnc4)cc3n2)cc1	-28	-11	-10	26	-18	-7	-42	2	-23	-19	-11
33	COC(=O)c1ccc(/C=N/Nc2nc(N3CCCCC3)nc(N3CCCCC3)n2)cc1	6	3	3	-6	2	4	22	3	-7	0	-7
34	CCCCCCn1cc(CN(C)C2CN(Cc3cn(CCCCCC)nn3)S(=O)(=O)C2)nn1 (stereo not drawn)	-8	-27	-1	-2	/	11	/	/	/	-3	-10
35	Cc1ccc(-c2c(C#N)c(N)n3c(nc4ccccc43)c2C#N)cc1	37	-16	-3	38	13	3	14	0	6	20	2
36	COc1ccc(OC)c(S(=O)(=O)N2CCc3ccccc3C2)c1	0	-8	16	1	-3	-1	-8	3	5	2	-7
37	CCOC(=O)[C@H]1[C@H]2COc3cc(OC)ccc3[C@@H]2N2C(=O)c3cc(F)ccc3NC(=O)[C@@]12C	10	-23	-6	11	-17	17	-16	-6	2	-10	1
38	Cn1cccc1/C=C1\SC(=O)N(CC(=O)Nc2ccc(Cl)cc2)C1=O	22	-14	-3	1	-2	40	-10	5	-1	0	-3
39	O=C1CCCC(O)=C1C=Nc1cccc(C(F)(F)F)c1	2	-10	1	4	2	0	16	1	-1	1	-6
40	Cc1ccc(-n2ncc3c(=O)[nH]c(SCC(=O)N4CCCCC4)nc32)cc1	-5	4	3	-11	-11	-18	-16	1	3	14	-5
41	CC(Oc1cccc(F)c1)c1ccnc2nc(/N=C/N(C)C)nn12 (stereo not drawn)	4	-5	-24	-1	3	4	12	-2	4	18	3
42	Cc1cccc(S(=O)(=O)NNC(=O)c2sc(C)nc2C)c1	12	13	-8	-6	-23	-6	28	-8	6	6	-1
43	COC(=O)c1cc(NC(=O)CN2C(=O)CSC2=O)ccc1Cl	-10	0	-15	5	-1	10	8	3	6	1	2
44	COc1ccc(N(C(=O)Cn2nnc3ccccc32)C2(C(=O)NC3CCCC3)CCCCC2)cc1	5	-11	8	5	3	7	-6	-7	-4	14	3
45	COc1ccc(C2NC(=O)N(C)C3=C2C(=O)CC(C)(C)C3)cc1OC (stereo not drawn)	-7	-2	9	1	5	2	-12	-1	7	-3	-1
46	COc1ccccc1-c1cc(C(F)(F)F)nc(S(=O)(=O)CCCC(=O)Nc2cccnc2Cl)n1	62*	2	10	5	-14	-7	4	13	-24	82*	9
47	COC(=O)c1c(C)[nH]c(C(=O)C(C)OC(=O)C2CC(=O)N(c3ccc(C)cc3)C2)c1C (stereo not drawn)	54*	-9	22	0	-27	20	-14	0	10	24	0
48	CCn1c(SCC(=O)NCc2ccccc2)nnc1-c1ccccc1O	18	-9	3	-35	7	6	14	2	1	-1	0
49	Cc1noc(C)c1C(=O)Nc1ccccc1C(=O)NCCc1ccccc1	10	12	1	-6	-8	0	4	-9	3	21	7
50	O=C(Nc1ccc2c(c1)CCC2)Nc1ccc2c(c1)OCO2	-30	-52	-16	33	-75	-90	-118	4	9	-38	6
51	Cc1nc2ccccn2c1C(=O)NN	-5	10	-14	-3	13	21	12	10	3	12	7
52	Cc1nc(NNC(=O)c2ccc([N+](=O)[O-])cc2)cc(-c2ccccc2)n1	2	-16	16	2	0	2	9	0	3	3	-1
53	COc1cc(OC)cc(-c2sc3ccc(OC)cc3c2-c2ccc3cc[nH]c3c2)c1	-10	10	-13	13	-1	-1	4	15	-5	-22	-6
54	COc1ccc(OC)c(-c2cc(C3CCN(c4cc(Cl)nc(N)n4)CC3)[nH]n2)c1	53*	-24	37	17	5	12	13	-2	-10	67*	-3
55	CC(C)c1cc(-c2cc(-c3ccccc3)on2)nc(NC2CCCC2)n1	7	18	14	-4	-3	-22	-47	-8	4	8	-6
56	CCCSc1nnc(NC(=O)CSc2nc3[nH]c(=O)cc(O)c3s2)s1	1	17	-4	-1	-1	-40	-9	-2	-8	1	-15
57	COc1cc(S(=O)(=O)N2CCN(C(=O)c3ccco3)CC2)ccc1Cl	3	2	19	-5	-10	15	2	5	-7	4	1
58	Cc1ccc(S(=O)(=O)N(C)Cc2ccc(C(=O)NN=C(CC(C)C)CC(C)C)cc2)cc1	18	-26	15	13	-6	19	14	-7	-4	1	3
59	O=C(Nc1sc2c(c1C(=O)NC1CC1)CCCCCC2)c1ccco1	-7	-19	15	-3	1	3	2	5	-4	4	-5
60	CCn1c(N2CCN(CC(=O)c3c(C)n(C)c4ccc(OC)cc34)CC2)nc2c1c(=O)[nH]c(=O)n2C	6	-19	-3	7	-25	13	13	/	/	-12	1

# The list goes on; it opens with the 2 that closed the last part.
No.	mol	TROY NFkB inh	NCOA2 inhibitor	COUP-TFII inh	TRAIL sens C8	NCOA1 inh	LRH-1 inv ag	NCOA3 inh	TLR9-MyD88 inh	EBV LMP1 NFkB	TWEAK-Fn14 inh	NOD2 RIPK2 PPI
59	O=C(Nc1sc2c(c1C(=O)NC1CC1)CCCCCC2)c1ccco1	-7	-19	15	-3	1	3	2	5	-4	4	-5
60	CCn1c(N2CCN(CC(=O)c3c(C)n(C)c4ccc(OC)cc34)CC2)nc2c1c(=O)[nH]c(=O)n2C	6	-19	-3	7	-25	13	13	/	/	-12	1
61	COC(=O)c1cc(S(=O)(=O)NCC2CCN(Cc3cccc(F)c3)CC2)c[nH]1	-1	-40	-6	9	-1	13	7	-10	0	-5	-5
62	CCCNC(=O)Cn1nc(C(F)(F)F)cc1C	-13	-2	-15	-1	9	-1	14	-11	0	10	-9
63	CCOc1ccc2nc(NC(=O)CSc3nc4ccccc4c(=O)n3Cc3ccco3)sc2c1	-17	-4	-5	36	-7	1	-4	6	2	-10	-6
64	CC(NC(=O)CCNS(=O)(=O)c1cccc2nsnc12)c1ccccc1 (stereo not drawn)	20	18	3	3	-22	20	-3	-15	0	54*	-7
65	Cc1cc(Oc2ccc(C)c(Cl)c2)nc(SCC(=O)c2ccccc2)n1	-1	3	-4	7	-17	10	4	2	7	32	9
66	COC(=O)CC1C(=O)NCCN1C(=S)Nc1ccc(F)cc1 (stereo not drawn)	-6	-1	25	-27	3	-16	11	4	9	0	-3
67	CCCn1c(N)c(C(=O)CSc2nnnn2-c2ccc(O)cc2)c(=O)n(C)c1=O	-1	21	5	10	3	2	8	4	1	4	-8
68	CS/C(=N\N(C)C(N)=O)c1ccccc1	9	5	5	11	-4	-2	14	0	10	-33	-7
69	Cc1cc(C)nc(SCc2nnc(SCC(=O)NCc3ccco3)n2-c2ccccc2)n1	-1	-28	12	-9	-10	-22	-13	0	-5	2	-13

# Not all compounds are listed; count on the stated rates, not on these rows.
